MazEF act – MazEF (E. coli) toxin RNase activation | AID 504720 | 350,000 tested, 0.32% active | FAM/BHQ RNA-DNA oligo cleavage fluorescence, 5 h | activation, % at 20 µM; in the data active = activation above about 50%
Target sequence (P0AE70 whole entry, looked up): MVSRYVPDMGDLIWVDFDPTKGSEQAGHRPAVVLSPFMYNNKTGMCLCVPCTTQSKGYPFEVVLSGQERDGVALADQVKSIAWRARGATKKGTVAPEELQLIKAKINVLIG
BioA inh – BioA (M. tuberculosis) enzyme inhibition | purified M. tuberculosis BioA enzyme, plate reader | inhibition, % at 9.99 µM | 360,000 tested, 0.096% active; in the data active = inhibition above about 40%; inconclusive = no clear call, values can overlap the other calls
FadD28 FP inh – blocks FadD28 binding to the bisubstrate probe; 360,000 tested, 0.22% active; inhibition, % at 12.5 µM; AID 588549; fluorescence polarization; in the data active = inhibition above about 8.5%, passing the limit was not always enough; inconclusive = no clear call, values can overlap the other calls
Rv3671c protease – inhibits the M. tuberculosis serine protease Rv3671c; P9WHR9; inhibition, % at 5.96 µM; 320,000 tested, 0.048% active; AID 2606; in the data active = inhibition above about 38%;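 note: extracellular domain of Rv3671c used as enzyme; 0% = enzyme with DMSO and 100% = no enzyme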
Target sequence (P9WHR9 whole entry, looked up, the tested form may be a part): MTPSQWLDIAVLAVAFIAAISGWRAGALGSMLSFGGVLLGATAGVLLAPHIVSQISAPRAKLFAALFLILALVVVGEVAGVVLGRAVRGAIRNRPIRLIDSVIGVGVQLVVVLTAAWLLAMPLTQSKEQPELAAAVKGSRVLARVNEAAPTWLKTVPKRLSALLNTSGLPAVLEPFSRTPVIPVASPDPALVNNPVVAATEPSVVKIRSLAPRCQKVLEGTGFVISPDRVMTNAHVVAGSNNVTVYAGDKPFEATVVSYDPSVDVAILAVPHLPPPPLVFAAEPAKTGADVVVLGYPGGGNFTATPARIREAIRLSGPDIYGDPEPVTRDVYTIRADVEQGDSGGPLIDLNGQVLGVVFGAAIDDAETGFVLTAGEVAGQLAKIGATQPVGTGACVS
DUSP3 inh – inhibitors of human VHR1 phosphatase (DUSP3) | P51452 | recombinant VHR phosphatase, pNPP absorbance | inhibition, % at 13.3 µM | 290,000 tested, 0.52% active; in the data active = inhibition above about 50%; note: some compounds called inactive have numbers as strong as hits
Mtb UGM inh – inhibitors of M. tuberculosis UDP-galactopyranose mutase; purified UGM, fluorescence polarization probe displacement; inhibition, % at 10 µM; 320,000 tested, 0.06% active; AID 504406; in the data active = inhibition above about 10%, passing the limit was not always enough; inconclusive = no clear call, values can overlap the other calls
Target sequence (P9WIQ1 whole entry, looked up): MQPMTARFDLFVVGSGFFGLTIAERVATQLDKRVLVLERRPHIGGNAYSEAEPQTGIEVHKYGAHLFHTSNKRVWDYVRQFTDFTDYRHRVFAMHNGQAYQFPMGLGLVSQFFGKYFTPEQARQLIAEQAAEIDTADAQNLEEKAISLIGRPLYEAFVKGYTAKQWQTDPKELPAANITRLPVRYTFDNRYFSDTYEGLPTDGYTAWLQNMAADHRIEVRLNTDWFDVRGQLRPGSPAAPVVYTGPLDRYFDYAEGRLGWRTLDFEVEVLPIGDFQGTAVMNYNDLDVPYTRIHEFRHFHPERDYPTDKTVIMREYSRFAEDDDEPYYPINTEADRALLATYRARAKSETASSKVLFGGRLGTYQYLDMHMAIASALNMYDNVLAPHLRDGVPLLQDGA
GDH-TPI counter – inhibits GDH-TPI coupling enzymes, artifact for Mtb FBA screen | AID 588335 | inhibition, % at 4.8 µM | GDH-TPI coupled enzyme counterscreen, NADH absorbance | 360,000 tested, 1.2% active;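 note: 0% = DMSO wells and 100% = wells lacking the enzyme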
Mtb FBA inh – Mtb fructose-bisphosphate aldolase inhibition | 360,000 tested, 2.3% active | inhibition, % at 1 µM | P9WQA3 | purified M. tuberculosis FBA, fluorescence read-out; in the data active = inhibition above about 27%;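 note: 0% = vehicle and 100% = reference inhibitor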
BoNT F protease – BoNT F light chain protease inhibition; 360,000 tested, 0.22% active; AID 588497; inhibition, % at 10 µM; Multiplex microsphere protease cleavage assay, flow cytometry; in the data active = inhibition above about 35%, passing the limit was not always enough; inconclusive = no clear call, values can overlap the other calls; note: plate controls were buffer without enzyme for full effect and enzyme alone for no effect
CCHF vOTU inh – blocks the CCHF virus ovarian tumor domain protease | CCHFV vOTU protease, Pep-AMC fluorescence | 370,000 tested, 0.55% active | inhibition, % at 11.5 µM; note: 0% = vehicle wells with enzyme and 100% = no enzyme wells
An asterisk follows results filed as active; ? = inconclusive; . = not tested or not shown. Cut-off read from the data, not from the text of the source, unless noted: active = inhibition above about 30%; inactive = the rest.

1	Cc1cccc(C2=NN(c3ccccc3)[C@@H](C(=O)N3CCOC3=O)[C@@H]2c2ccc([N+](=O)[O-])cc2)c1
2	Cc1c(C(=O)N(Cc2ccc(F)cc2)C2CCS(=O)(=O)C2)oc2ccccc12 (stereo not given)
3	CC(=O)N1CCN(c2ccc(NCc3ccc(C)cc3)cc2)CC1
4	CCOC(=O)N1CCN(C(=O)c2ccc3nc(SCc4ccc(F)cc4)n(C)c3c2)CC1
5	COc1cc2c(cc1OC)C(C)N(CC(=O)Nc1ccc(C)c(S(=O)(=O)N3CCOCC3)c1)CC2 (stereo not given)
6	O=C(NCc1cccs1)c1csc(COCCO)n1
7	COc1ccccc1OCC(O)CO (stereo not given)
8	CC(=O)c1cccc(S(=O)(=O)N2CCn3cccc3C2C)c1 (stereo not given)
9	O=C(COC(=O)C1CCC1)Nc1ccc(Oc2ccccc2)cc1
10	Cc1nn(-c2ccccc2)c(C)c1-c1nnc(C(F)(F)F)o1
Screen / compound no.	1	2	3	4	5	6	7	8	9	10
DUSP3 inh	.	-2	-12	10	25	.	18	.	6	-2
MazEF act	1	14	-1	-2	0	.	4	-13	-5	5
BoNT F protease	-2	-1	-26	-13	?	-5	-8	-2	2	-14
BioA inh	1.5	-0.1	.	4.1	-0.6	-0.6	-2.9	-0.9	1.8	0.6
Mtb UGM inh	.	-4.2	-2.0	4.9	-0.2	.	0.2	-4.2	-1.5	1.6
GDH-TPI counter	16	5	-6	2	5	-5	-5	12	10	-1
FadD28 FP inh	-0.9	-3.9	-3.8	-2.1	-0.8	-1.5	-1.0	-1.8	-1.3	-1.1
Rv3671c protease	.	-12	-8	-2	-4	.	-5	2	3	7
CCHF vOTU inh	14	12	2	2	2	-2	5	9	2	-8
Mtb FBA inh	-6	0	0	-6	-1	0	3	0	-3	1

6 entries from above, sorted by length of the SMILES, smallest number first.
6	O=C(NCc1cccs1)c1csc(COCCO)n1
9	O=C(COC(=O)C1CCC1)Nc1ccc(Oc2ccccc2)cc1
3	CC(=O)N1CCN(c2ccc(NCc3ccc(C)cc3)cc2)CC1
10	Cc1nn(-c2ccccc2)c(C)c1-c1nnc(C(F)(F)F)o1
4	CCOC(=O)N1CCN(C(=O)c2ccc3nc(SCc4ccc(F)cc4)n(C)c3c2)CC1
1	Cc1cccc(C2=NN(c3ccccc3)[C@@H](C(=O)N3CCOC3=O)[C@@H]2c2ccc([N+](=O)[O-])cc2)c1
Screen / compound no.	6	9	3	10	4	1
DUSP3 inh	.	6	-12	-2	10	.
MazEF act	.	-5	-1	5	-2	1
BoNT F protease	-5	2	-26	-14	-13	-2
BioA inh	-0.6	1.8	.	0.6	4.1	1.5
Mtb UGM inh	.	-1.5	-2.0	1.6	4.9	.
GDH-TPI counter	-5	10	-6	-1	2	16
FadD28 FP inh	-1.5	-1.3	-3.8	-1.1	-2.1	-0.9
Rv3671c protease	.	3	-8	7	-2	.
CCHF vOTU inh	-2	2	2	-8	2	14
Mtb FBA inh	0	-3	0	1	-6	-6

New compounds follow:
11	Cc1nc(-c2ccc(NC(=O)C(C)(C)C)cc2)c(-c2ccccc2)o1
12	CC1(C)CC(=O)C2=C(C1)Nc1cc3c(cc1C2c1ccc2c(c1)OCO2)OCO3 (stereo not given)
13	COc1cc(OC)cc(C(=O)NC(=S)Nc2ccc3[nH]c(=O)[nH]c3c2)c1
14	CCCCOc1c(C(=O)Nc2ccccc2)nnn1-c1ccccc1
15	Cc1cnc(=O)[nH]c1SCc1cccc(C(F)(F)F)c1
16	CSc1nncc(/C(C)=N\Nc2ccccc2)n1
17	CC1(C)CC(=O)C/C(=N\NC(=O)Cc2ccccc2)C1
18	O=c1c2c([nH]c3ccccc13)CCC2
19	CN1CCN(CC(=O)Nc2ccc([N+](=O)[O-])cc2C(=O)c2ccccc2)CC1
20	COc1cc(OC)cc(-n2nnnc2SCC(=O)Nc2nc3c(s2)CCCC3)c1
Screen / compound no.	11	12	13	14	15	16	17	18	19	20
DUSP3 inh	10	11	12	19	18	6	-5	18	26	10
MazEF act	3	5	3	-18	-9	-1	-1	3	8	11
BoNT F protease	-11	-6	14	-7	13	8	5	?	-2	-3
BioA inh	-1.8	1.5	-1.7	-0.7	0.5	-3.5	-0.4	1.1	.	.
Mtb UGM inh	0.4	-0.8	0.2	-0.3	0.9	-0.8	-0.1	2.1	0.1	-1.6
GDH-TPI counter	-6	9	7	6	-4	5	16	6	3	-7
FadD28 FP inh	-1.9	-1.5	-1.0	-1.8	-2.2	0.3	1.0	-2.8	-3.0	-4.9
Rv3671c protease	0	7	-14	-8	-6	-6	-11	-2	7	-20
CCHF vOTU inh	-15	7	9	10	23	-1	9	-1	16	-4
Mtb FBA inh	5	13	2	0	5	-5	0	4	-3	1

21	C=CCn1c(C)cc(C(=O)CSc2n[nH]c(N)n2)c1C
22	Cc1ccc(CNC(=O)CNC(=O)c2ccc(C(C)(C)C)cc2)n1C
23	CC(C)OCC(O)CN1CCN(CC(O)COc2ccc3c(c2)OCO3)CC1 (stereo not given)
24	Cn1nc(C(C)(C)C)cc1N1C(=O)CCC1(C)C(=O)Nc1ccc2ccccc2c1 (stereo not given)
25	CCOc1cc(NCc2ccccc2)c2ncn(C(C)C)c2c1
26	COc1ccc(C)cc1NC(=O)CSc1nnc2ccc(-c3cccnc3)nn12
27	Cn1c(CNC(=O)CCNC(=O)c2cccc(Cl)c2)cc(=O)n(C)c1=O
28	COCCN1CCN(C(=O)C2CCC(=O)N(CCc3cccc(F)c3)C2)CC1 (stereo not given)
29	C/C(=N\NC(=O)CSCc1ccccc1Cl)c1cc(O)ccc1O
30	COc1ccc2cc(C(=O)NCc3ccccc3)c(=Nc3ccc(C(=O)O)cc3)oc2c1
Screen / compound no.	21	22	23	24	25	26	27	28	29	30
DUSP3 inh	6	.	-5	.	.	.	-3	0	7	2
MazEF act	-8	1	12	.	4	2	-26	3	10	3
BoNT F protease	0	9	4	-3	-12	10	-2	3	0	-3
BioA inh	-1.3	0.2	-0.7	0.6	-1.1	0.0	-1.3	0.7	.	.
Mtb UGM inh	1.6	-0.1	1.2	.	-0.5	-2.3	-0.4	-1.9	-1.3	-0.4
GDH-TPI counter	7	1	11	.	-6	6	0	-1	3	-7
FadD28 FP inh	-2.1	-0.8	-1.4	-2.7	-3.6	-1.0	0.1	-1.9	4.3	-4.8
Rv3671c protease	5	-4	-11	.	-3	1	-4	7	9	-9
CCHF vOTU inh	1	-10	-8	-11	8	0	4	13	-9	-8
Mtb FBA inh	-3	3	-4	1	0	1	1	2	-2	19

Copied from the list.
Reading of no. 23 under BoNT F protease: 4
Reading of no. 22 under BoNT F protease: 9
Reading of no. 27 under Mtb UGM inh: -0.4
Reading of no. 25 under GDH-TPI counter: -6

More records follow:
31	C[C@]12c3[nH]c4ccc(Cl)cc4c3CCN1C(=O)[C@@H](CC(=O)NCc1cccc(C(F)(F)F)c1)C[C@@H]2C(=O)N1CCCCC1
32	Cc1ccc(NC(=O)c2ccc(-c3nn(C)c(=O)c4ccccc34)cc2)cc1
33	CCCNC(=O)c1ccc2c(c1)ncn2-c1ccccc1OC
34	Cc1nnc(SCC(=O)NC2CC2)n1CCc1ccccc1
35	COc1ccc(C(CNC(=O)Cc2ccc(Cl)c(Cl)c2)N(C)C)cc1 (stereo not given)
36	Cc1nc2cc(-c3cccc(F)c3)nn2c(C)c1CCC(=O)N1CCN(c2ccccn2)CC1
37	COC(=O)/C=C/c1ccc2c(c1)OCO2
38	Cc1cc2oc(=O)cc(CN(C)Cc3ccccc3F)c2cc1Cl
39	CC(=O)NC1CCC(C(=O)O)(c2ccccc2)C1 (stereo not given)
40	COc1ccccc1N1CC(C(=O)Nc2ccc(S(=O)(=O)N3CCCC3)cc2)CC1=O (stereo not given)
Screen / compound no.	31	32	33	34	35	36	37	38	39	40
DUSP3 inh	.	24	-1	18	20	-13	20	22	22	.
MazEF act	3	6	-2	6	8	17	4	1	1	8
BoNT F protease	-4	-1	4	7	4	5	-4	11	-8	-4
BioA inh	0.2	-0.4	8.2	-4.3	.	0.1	-0.6	-2.7	-0.2	2.2
Mtb UGM inh	.	3.2	0.1	2.2	2.1	1.1	-1.9	3.0	-0.1	-3.3
GDH-TPI counter	-1	1	-12	14	11	7	9	17	-12	-3
FadD28 FP inh	-4.4	-0.5	-5.2	0.1	-3.8	-2.0	-1.2	-1.5	-2.2	-1.8
Rv3671c protease	.	-2	0	-5	-8	8	-1	-4	2	-2
CCHF vOTU inh	2	7	4	5	-12	-5	3	4	-1	6
Mtb FBA inh	-1	5	5	-2	-2	2	7	1	0	2

41	Cc1ccc(S(=O)(=O)NC(=O)C2(C)CCN2C(=O)Cc2ccc(-c3ccccc3)cc2)cc1 (stereo not given)
42	COc1ccc(OC)c(NC(=O)CCNS(=O)(=O)c2ccc3[nH]c(=O)oc3c2)c1
43	Cc1ccc(S(=O)(=O)N(CC(=O)NCc2ccco2)C2CCCCC2)cc1
44	CCc1nc2ccc(C(=O)NCCN3CCOCC3)cn2c1N(C)Cc1ccc(OC)cc1
45	Oc1ccc2ccccc2c1CNc1ccc2ccccc2c1
46	CC(NC(=O)COC(=O)Cc1ccsc1)c1ccccc1 (stereo not given)
47	O=c1oc(-c2ccco2)nc2c1cnn2-c1ccccc1
48	O=C(C[n+]1cc(-c2ccc(Cl)cc2)n2c1CCC2)N1c2ccccc2Sc2ccccc21
49	COC(=O)C(Cc1ccc(O)cc1)NC(=O)C(CC(=O)OC(C)(C)C)NC(=O)OC(C)(C)C (stereo not given)
50	COc1ccc(NC(=O)c2cc(-c3ccncc3)nc3ccc(Br)cc23)cc1OC
Screen / compound no.	41	42	43	44	45	46	47	48	49	50
DUSP3 inh	.	13	0	.	.	-2	10	-2	21	24
MazEF act	.	7	-6	.	8	8	-2	36	15	5
BoNT F protease	-4	-1	-4	0	4	-2	-29	-2	-7	-2
BioA inh	0.4	-0.5	-4.4	1.3	-1.0	.	-1.2	61*	.	-1.4
Mtb UGM inh	.	-0.9	2.1	.	.	2.7	0.7	2.8	3.4	-1.5
GDH-TPI counter	-6	6	10	4	18	2	9	0	3	3
FadD28 FP inh	-6.3	-1.0	-1.4	-4.3	-3.1	-1.8	-3.1	-2.0	2.7	-0.6
Rv3671c protease	.	6	-5	.	.	-3	-2	-2	-1	-22
CCHF vOTU inh	9	20	-6	2	17	-2	-1	13	0	0
Mtb FBA inh	1	0	0	0	6	-2	5	-2	0	1

51	NC(=O)c1ccnc2c(O)cccc12
52	O=C(NC(c1ccc(Cl)cc1)c1cccnc1)C1CCN(CCOc2ccc(Cl)cc2Cl)CC1 (stereo not given)
53	CC(O)c1nc2ccc(Cc3ccc4nc(C(C)O)[nH]c4c3)cc2[nH]1 (stereo not given)
54	COc1cc(NC(=O)COc2c(C)cc(C)cc2[N+](=O)[O-])c(OC)cc1Cl
55	CC(C)(C)c1ccc(CN2N=Nc3ccccc3S2(=O)=O)cc1
56	COc1ccc(S(=O)(=O)N2Cc3cnnn3-c3ccccc3C2C#N)cc1 (stereo not given)
57	COc1cccc(-c2ccc3ncnc(NCc4cccs4)c3c2)c1
58	COCCOC(=O)c1[nH]c2c(c1C)C(=O)CC(c1ccc(N(C)C)cc1)C2 (stereo not given)
Screen / compound no.	51	52	53	54	55	56	57	58
DUSP3 inh	.	.	-8	-5	9	.	.	-6
MazEF act	-5	.	8	6	2	4	5	4
BoNT F protease	-2	-7	-1	-1	9	0	-2	-8
BioA inh	-1.2	-0.7	-1.4	.	1.4	-0.4	-2.7	-1.4
Mtb UGM inh	0.4	.	0.4	-0.6	6.4	.	-3.0	1.5
GDH-TPI counter	2	10	6	4	1	4	-1	9
FadD28 FP inh	-5.0	-1.3	-3.1	-2.2	-0.7	-3.6	-10	-3.5
Rv3671c protease	4	.	-8	-4	-2	.	-28	2
CCHF vOTU inh	6	5	-1	-4	21	19	17	7
Mtb FBA inh	-5	-2	-3	-3	1	2	5	1

Screening data deposited in PubChem BioAssay by several laboratories.
